Screens (PubChem)
BL2 CD40 inh – CD40 pathway inhibition in BL2 cells; BL2 NF-kB luciferase reporter, CD40L-induced, 4 h; hit rate 0.94% among 83,000; inhibition, % at 10 µM; AID 1053188;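 active = mean inhibition of at least 50% with a set share of replicates also reaching that level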;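 note: 0% = neutral control wells and 100% = IKK inhibitor VII at 50 µM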
* = called active by the depositor; & = joins results of further samples; [ ] = remark or other dose. This is a subset. The share of hits here may be higher or lower than overall.

entry	Molecule	BL2 CD40 inh
1	O=[N+]([O-])c1csc2ccccc12	-4
2	COc1ccc(C(=O)N(C)CCCC2CCCC2)cc1OC1CCN(C(C)=O)CC1	-5
3	COc1ccc(NC(=O)Nc2ccc3c(c2)CC(=O)N([C@H](C)CO)C[C@H](C)[C@H](CN(C)C(=O)Nc2ccccc2)O3)cc1	-20
4	OCCN(CCO)c1nc2ccccc2[nH]1	10
5	COc1ccc2oc(C(=O)Nc3ccc(C)cn3)c(C)c2c1	-52
6	C=CCn1c(SC(C)C(=O)NCC2CCCO2)nnc1-c1ccc(OC)cc1 (stereo not given)	9
7	COC(=O)Nc1ccc(S(=O)(=O)Nc2cnc3ccccc3n2)cc1	7
8	CCN(Cc1ccccc1)C(=O)c1ccc(SC)cc1OC	9
9	CC(C)[C@H](NC(=O)c1ccccc1F)C(=O)OCC(=O)NC1CC1	-2
10	CN(C)C(=O)CN1CCN(C(=O)CCl)CC1	1
11	O=S(=O)(NCc1cccs1)NCc1ccccc1F	3
12	O=C(C[C@@H]1CC[C@@H](NS(=O)(=O)c2ccccc2F)[C@@H](CO)O1)NCCCN1CCOCC1	7[25 µM]
13	O=C(NCCCN1CCCC1=O)Nc1cc(Cl)ccc1Cl	-2
14	CN(C)CC(=O)N1CC2(C1)[C@H](c1ccccc1)[C@@H](CO)N2S(C)(=O)=O	-2[25 µM]
15	C[C@@H]1CC(=O)NCC/C=C\C[C@@H](c2ccc3c(c2)OCO3)NC1=O	-7[25 µM]
16	CN1C(=O)c2cc(NC(=O)c3ccc(C(F)(F)F)cc3)ccc2OC[C@@H]2O[C@@H](CC(=O)NCc3ccc4c(c3)OCO4)CC[C@H]21	25[25 µM]
17	COC(=O)C[C@@H]1C[C@@H]2c3cc(NC(=O)C4CCOCC4)ccc3O[C@@H]2[C@H](CO)O1	9[25 µM]
18	CN(C(=O)CCOc1ccccc1)c1c(N)n(Cc2ccccc2)c(=O)[nH]c1=O	11
19	O=C(c1ccc2c(c1)OCO2)N1C[C@H]2[C@@H](c3ccccc31)[C@@H](CO)N2CC1CCCC1	18[25 µM]
20	Cc1ccc(C(C(=O)NCc2ccco2)N(C(=O)CNC(=O)c2cccs2)c2ccc(C)cc2)cc1 (stereo not given)	6
21	C[C@H](NC(=O)C[C@H]1C=C[C@H](NC(=O)c2cccnc2)[C@@H](CO)O1)c1ccccc1	-2[25 µM]
22	CC1(C)CC2CC(C)(CN2S(=O)(=O)c2ccccc2[N+](=O)[O-])C1 (stereo not given)	10
23	CCOC(=O)Nc1nc2ccc(Cn3cccc3)cc2[nH]1	-6
24	Cc1cccn2c(CNCCCn3ncc4ccccc43)c(C(=O)N3CCCCC3)nc12	15
25	N#Cc1ccc(-c2ccc(C3[C@@H]4CN(Cc5ccccc5F)C[C@H]3N4)cc2)cc1 (stereo not given in full)	-4&8[25 µM]
26	O=C(CCn1cccc1)N1CCc2ccccc21	-26
27	CC(=O)Nc1ccc2c(c1)CC(=O)N(C)C[C@@H](C)[C@H](CN(C)S(C)(=O)=O)O2	1
28	Cc1ccc(NC(=O)C2CCC(C(C)(C)C)CC2)cc1S(=O)(=O)N1CCOCC1 (stereo not given)	17
29	CC(OC(=O)C1=COCCO1)C(=O)Nc1ccc(Cl)cn1 (stereo not given)	8
30	C[C@@H]1CN([C@H](C)CO)C(=O)CCCn2cc(nn2)CO[C@@H]1CN(C)C(=O)NC1CCCCC1	-5[25 µM]
31	Cc1ccc(S(=O)(=O)N2CCCN(C)c3nc4ccccc4nc32)cc1	0
32	COc1ccc(S(=O)(=O)N(C)C)cc1NC(=O)COC(=O)CC1CCCC1	5
33	O=C(NC1CCCC1)[C@H]1[C@H](CO)[C@H]2Cn3c(cccc3=O)[C@@H]1N2CC1CCCC1	0[25 µM]
34	Cc1cc(NC(=O)c2noc3c2CCc2ccccc2-3)n(-c2ccccc2)n1	10
35	O=C1c2ccccc2S(=O)(=O)c2cc(-c3nn[nH]n3)ccc21	1
36	CC(=O)c1ccc(NC(=O)C(C)Oc2ccc(N(C)S(=O)(=O)c3ccc(C)cc3)cc2)cc1 (stereo not given)	8
37	C[C@@H](O)C#Cc1ccc([C@@H]2[C@H]3CN(C(=O)c4cccc(F)c4)CCCCN3[C@H]2CO)cc1	-14[25 µM]
38	C[C@@H]1CN([C@@H](C)CO)C(=O)c2cc(NC(=O)Cc3ccccc3)ccc2O[C@@H](C)CCCCO[C@H]1CN(C)Cc1ccncc1	-11[25 µM]
39	O=C(O)c1cn[nH]c1-n1cnnn1	8
40	Cc1cc(C(=O)NCc2ccc3c(c2)OCO3)c(C)o1	-2
41	COc1ccc(S(=O)(=O)NCC2CCCN(C(=O)c3cccs3)C2)cc1 (stereo not given)	-8
42	COc1ccccc1NC(=O)COc1ccc(C(=O)NCC2CCCO2)cc1OC (stereo not given)	9
43	Cc1ccc(OCC(=O)NCCO)cc1C	-10
44	CC(C)Oc1cc(F)ccc1-c1cc(C(=O)Nc2ccc(F)cc2)[nH]n1	17
45	O=C(Oc1cccc(-n2cnnn2)c1)c1ccco1	9
46	CCC(CC)C(=O)OCC(=O)Nc1cccc([N+](=O)[O-])c1	-20
47	O=C(CN1CCN(Cc2ccccc2)CC1)NCC1COc2ccccc2O1 (stereo not given)	0
48	COc1ccc2c3c(n(C)c2c1)[C@@H](CO)N(C(=O)C1CC1)CC31CN(Cc2ccccc2OC)C1	39[25 µM]
49	O=C(COC(=O)c1ccc(S(=O)(=O)N2CCOCC2)cc1)NC1CCCC1	6
50	CCN(CC)C(=O)c1ccc2nc([C@@H]3O[C@H](CO)[C@H](O)[C@H](O)[C@H]3O)[nH]c2c1	-1
51	Cc1ccccc1CC(=O)OCC(=O)Nc1ccc(C)c(S(=O)(=O)N2CCCCC2)c1	17
52	Cc1nnc2sc(-c3cccc(NC(=O)c4cccnc4)c3)nn12	5
53	COC(=O)[C@H](CC(C)C)NC(=O)Nc1ccc2c(c1)OCCO2	6
54	COc1ccc(NC(=O)c2sccc2-n2cccc2)cc1	-12
55	COCCN(C(=O)CCC(=O)Nc1cc(C)on1)C(C(=O)NC1CCCC1)c1ccccc1C (stereo not given)	1
56	Cc1ccn2cc(CNS(=O)(=O)c3cccs3)nc2c1	-6
57	Cc1ccc(N=C2SCCCN2C(=O)C2=COCCO2)cc1Cl	0
58	CC(C)NC(=O)N(C)C[C@H]1OCCCC[C@@H](C)Oc2ccc(NC(=O)NC3CCCCC3)cc2C(=O)N([C@H](C)CO)C[C@@H]1C	2
59	COc1ccc(CCN(C)C(=O)c2oc3ccccc3c2C)cc1OC	-7
60	O=C(Nc1ccc2c(c1)oc1ccccc12)N1CCOCC1	-135

More structures
entry	Molecule	BL2 CD40 inh
61	COc1ccc(CNC(=O)c2cc3c(c(-c4cccc(-c5ccc(C#N)cc5)c4)n2)[C@@H](CCO)N([S@](=O)C(C)(C)C)C3)cc1	-9[25 µM]
62	CCCCCNC(=O)C1CC=CCC1C(=O)O (stereo not given)	6
63	COC(=O)/C(C#N)=C/c1c[nH]c2ccccc12	-47
64	COc1cccc(CC(=O)OCC(=O)NCc2ccc3c(c2)OCO3)c1	-2
65	Cn1c(=NC(=O)CN2C(=O)C3CC=CCC3C2=O)sc2ccccc21 (stereo not given)	-29
66	O=C1OCCN1CC(=O)N1CCc2c([nH]c3ccccc23)C1c1ccccn1 (stereo not given)	11
67	Cc1noc(C)c1COC(=O)c1ccc2ccccc2n1	-6
68	CO[C@@H](CN(C)Cc1ccc(-c2ccccn2)cc1)[C@@H](C)CN(C(=O)Nc1ccc(F)cc1)[C@H](C)CO	-26[25 µM]
69	COc1ccc(C(=O)Nc2nc3ccccc3[nH]2)cc1OC	-72
70	N/C(=N\OC(=O)Cc1ccc(-c2ccccc2)cc1)c1cccc([N+](=O)[O-])c1	6
71	COc1ccc(N2CC(C(=O)NCCc3ccc(Cl)cc3)CC2=O)c(OC)c1 (stereo not given)	2
72	Cc1cc2nc(C)n(CCCNC(=O)Nc3ccccc3)c2cc1C	10
73	O=C(CN1CCN(C(=O)CNC(=O)c2ccc3c(c2)OCO3)CC1)Nc1ccc(F)cc1	4
74	Cc1nc(C)c(C(=O)OCC(=O)N2CCN(c3ccccc3)CC2)s1	-40
75	COc1ccc(-n2cnc3sccc3c2=O)cc1	-9

3 entries out of the list, ordered by SMILES length, low to high:
entry	Molecule	BL2 CD40 inh
71	COc1ccc(N2CC(C(=O)NCCc3ccc(Cl)cc3)CC2=O)c(OC)c1 (stereo not given)	2
68	CO[C@@H](CN(C)Cc1ccc(-c2ccccn2)cc1)[C@@H](C)CN(C(=O)Nc1ccc(F)cc1)[C@H](C)CO	-26[25 µM]
61	COc1ccc(CNC(=O)c2cc3c(c(-c4cccc(-c5ccc(C#N)cc5)c4)n2)[C@@H](CCO)N([S@](=O)C(C)(C)C)C3)cc1	-9[25 µM]

Carrying on:
entry	Molecule	BL2 CD40 inh
76	Cn1c(SCC(=O)Nc2cccc(S(=O)(=O)N3CCOCC3)c2)nnc1-c1ccncc1	-3
77	O=C(Nc1ccc2[nH]ccc2c1)c1cccs1	-56
78	Cc1ccc(NC(=O)CNC(=O)CN2C(=O)c3ccccc3C2=O)cc1	-1
79	CN1CCN(C(=O)C[C@@H]2CC[C@H]3[C@@H](COC[C@@H](O)CN3C(=O)c3ccccc3F)O2)CC1	-11[25 µM]
80	CCN(C(=O)CN1CCN(C)CC1)c1c(N)n(Cc2ccccc2)c(=O)[nH]c1=O	5
81	CC(=O)c1cc(-c2ccccc2)n(CC(=O)NC2CCCC2)c1C	3
82	CCOc1ccc(Oc2c(C)oc3cc(O)ccc3c2=O)cc1	4
83	COC(=O)Nc1ccc(S(=O)(=O)N(CCO)CC(F)(F)C(F)F)cc1	18
84	CSc1ccc(CN2CCC(C)(Oc3ccc4ccccc4c3)C2)cc1 (stereo not given)	12
85	O=C(NC1CCCC1)N1CCCCN2[C@H](CO)[C@H](c3ccc(-c4cccnc4)cc3)[C@H]2C1	10[25 µM]
86	CC(=O)Nc1ccc2c(c1)C(=O)N(C)C[C@@H](C)[C@@H](CN(C)C(=O)OC(C)(C)C)O2	-7
87	CCCSc1nsc(N)n1	-1
88	O=C(NCc1ccncn1)[C@H]1[C@H](CO)[C@H]2Cn3c(cccc3=O)[C@@H]1N2CC1CC1	8[25 µM]
89	C[C@@H]1C/C=C/C[C@H](c2ccc3c(c2)OCO3)NC(=O)[C@@H](C)N(C)C(=O)c2ccccc2O1	9
90	COC(=O)Cc1ccc(OCC(=O)NC2CCCC2)cc1	8
91	CCS(=O)(=O)N1CC(=O)N2[C@H](CO)[C@H](c3ccc(C4=CCCCC4)cc3)[C@@H]2C1	-1[25 µM]
92	Cc1nc(C(F)(F)F)ccc1C(=O)N1CCC1(C)C(=O)NS(=O)(=O)c1cccc(C#N)c1 (stereo not given)	12
93	Cc1c(C(=O)OCC(=O)N(C)CC(=O)Nc2ccc(F)cc2)oc2ccccc12	1
94	COCC(C)n1c(C)cc(C(=O)COC(=O)c2cccn2C)c1C (stereo not given)	52*
95	COc1ccc(S(=O)(=O)NCc2ccncc2)cc1NC(=O)c1ccc(Cl)cc1	20
96	COc1ccc2c3c([nH]c2c1)[C@H](CO)N(C(=O)CN(C)C)CC31CN(CC2CC2)C1	-20[25 µM]
97	CCN1CCN(CC(=O)c2c(C)n(C)c3ccc(OC)cc23)CC1	5
98	O=C(O)CNC(=O)c1ccc2c(c1)OCCO2	5
99	CCN(CC)C(=O)COc1ccc(/C=C(\C#N)S(=O)(=O)c2ccccc2)cc1OC	-5
100	COc1ccccc1NC(=O)N1C[C@@H]2[C@H](c3ccccc31)[C@H](CO)N2Cc1ccccc1F	-6[25 µM]
101	O=C(CCNC(=O)c1ccccc1Cl)NCCCSc1ccccc1	2
102	CCOc1ccc(NC(=O)C2CC(=O)N3CCCN=C3S2)cc1 (stereo not given)	14
103	CCOC(=O)C1=C(C)NC(=O)C(C#N)C1c1ccco1 (stereo not given)	2
104	O=C(Nc1ccc(S(=O)(=O)N2CCCC2)cc1)c1ccc(Cl)nc1	13
105	CN1C(=O)c2cc(NS(=O)(=O)c3cccc(F)c3)ccc2OC[C@H]2O[C@@H](CC(=O)N3CCc4ccccc4C3)CC[C@@H]21	34[25 µM]

Reformatted: results already given
#42 COc1ccccc1NC(=O)COc1ccc(C(=O)NCC2CCCO2)cc1OC (stereo not given)
  BL2 CD40 inh: 9
#86 CC(=O)Nc1ccc2c(c1)C(=O)N(C)C[C@@H](C)[C@@H](CN(C)C(=O)OC(C)(C)C)O2
  BL2 CD40 inh: -7
#29 CC(OC(=O)C1=COCCO1)C(=O)Nc1ccc(Cl)cn1 (stereo not given)
  BL2 CD40 inh: 8
#21 C[C@H](NC(=O)C[C@H]1C=C[C@H](NC(=O)c2cccnc2)[C@@H](CO)O1)c1ccccc1
  BL2 CD40 inh: -2[25 µM]

The list continues:
entry	Molecule	BL2 CD40 inh
106	Cc1ccc(C(=O)C(O)C(c2ccc(C)cc2)N2CCCCC2)cc1 (stereo not given)	-6
107	COc1ccccc1-c1ccc([C@@H]2[C@H](CO)N(CC3CC3)C23CN(S(C)(=O)=O)C3)cc1	11[25 µM]
108	O=C(Cn1cc(C(=O)c2ccco2)c2ccccc21)NCc1ccco1	-24
109	CN(C)C(=O)COC(=O)[C@H](Cc1ccccc1)NC(=O)c1ccco1	2
110	Cn1c(=O)c2c(nc(NCc3ccccc3)n2C)n(C)c1=O	9
111	C[C@@H]1CCCCO[C@@H](CN(C)Cc2ccc(Cl)c(Cl)c2)[C@@H](C)CN([C@H](C)CO)C(=O)c2cc(NC(=O)c3ccncc3)ccc2O1	2[25 µM]

Reprinted at random: 3 compounds from above, in no set order.
entry	Molecule	BL2 CD40 inh
33	O=C(NC1CCCC1)[C@H]1[C@H](CO)[C@H]2Cn3c(cccc3=O)[C@@H]1N2CC1CCCC1	0[25 µM]
89	C[C@@H]1C/C=C/C[C@H](c2ccc3c(c2)OCO3)NC(=O)[C@@H](C)N(C)C(=O)c2ccccc2O1	9
35	O=C1c2ccccc2S(=O)(=O)c2cc(-c3nn[nH]n3)ccc21	1
